UHRF1 binding: UHRF1 methyl-DNA binding inhibition | Q96T88 | inhibition, % at 4.4 µM | 0.75% of 370,000 active | UHRF1 binding to methylated oligo, TR-FRET; in the data active means inhibition above about 21%;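 further: UHRF1 SRA domain binding a hemimethylated CpG hairpin DNA probe; 0% = median of test compound wells and 100% = reference inhibitor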
HTRA1 inh: blocks human HTRA1 serine peptidase; Q92743; recombinant HTRA1, FP-rhodamine activity-based probe, fluorescence polarization; inhibition, % at 5.96 µM; 0.5% of 340,000 active; AID 504803; in the data active means inhibition above about 36%;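 further: 0% = enzyme with DMSO and 100% = wells lacking enzyme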
rCAG RNA binder: r(CAG) repeat RNA binding | 1.3% of 370,000 active | inhibition, % at 3 µM | TO-PRO-1 dye displacement fluorescence;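 active means inhibition above the plate cutoff, the mean of all test compounds on that plate plus 3 SD, cut at about 35% in these data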;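 further: 0% = DMSO alone and 100% = 100 µM mitoxantrone as full dye displacement; higher means more dye released from RNA so lower well fluorescence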
TCR-CD3 inh: inhibitors of human TCR-CD3 interaction; 0.37% of 360,000 active; inhibition, % at 9.4 µM; AID 651800; TAMRA-labeled TCR probe fluorescence, biochemical; in the data active means inhibition above about 19%;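 further: recombinant mutant TCR 2C K166C tagged with TAMRA read by polarization; 0% = receptor in buffer alone and 100% = receptor with positive control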
LEDGF integ inh: blocks HIV-1 LEDGF/p75-dependent DNA integration | 0.64% of 370,000 active | TR-FRET IN-LEDGF/p75 DNA integration, Eu/Cy5 | inhibition, % at 3.7 µM | AID 743269;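 active means inhibition above the screen-wide mean plus 3 SD, cut at about 13% in these data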;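 further: signal is the Cy5 over europium emission ratio at 671 and 618 nm; 0% = plate median of compound wells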
PRMT1 FP inh: inhibitors of human PRMT1 | recombinant PRMT1, activity-based probe fluorescence polarization | inhibition, % at 2.79 µM | AID 652257 | Q99873 | 1.3% of 370,000 active;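 active means inhibition above about 21% made by adding two undisclosed values, limit read from the data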
Target sequence (Q99873 whole entry, looked up): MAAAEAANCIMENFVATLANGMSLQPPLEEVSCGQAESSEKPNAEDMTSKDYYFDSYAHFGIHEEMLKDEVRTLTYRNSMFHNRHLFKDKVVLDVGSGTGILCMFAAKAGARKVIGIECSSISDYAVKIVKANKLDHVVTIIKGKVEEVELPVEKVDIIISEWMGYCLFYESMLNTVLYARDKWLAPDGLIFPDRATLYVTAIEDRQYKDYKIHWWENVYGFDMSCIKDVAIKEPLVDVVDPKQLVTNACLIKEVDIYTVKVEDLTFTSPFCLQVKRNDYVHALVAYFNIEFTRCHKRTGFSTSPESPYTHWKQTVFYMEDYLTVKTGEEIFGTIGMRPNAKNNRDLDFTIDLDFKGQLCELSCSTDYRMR
ABHD4 inh: ABHD4 (mouse) inhibition, primary FP screen; Q8VD66; purified mABHD4, FP-Rh probe fluorescence polarization; inhibition, % at 8.92 µM; 0.54% of 370,000 active;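 active means inhibition exceeding the mean over every tested compound plus 3 SD, cut at about 30% in these data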;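 further: 0% = plate median of compound wells and 100% = S159A mutant with DMSO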
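Assay system: mABHD4 protein; medium: HEPES pH 7.0, NaCl, Pluronic buffer; dosing: 8.92 µM, single dose; schedule: 45 min + 60 min at 25 °C; signal: FP readout, ex 525 nm / em 598 nm; read-out: normalized percent inhibition of probe labeling; repeats: single replicate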
Rev-erbA mod: Rev-erb alpha (human) modulation | P20393 | Rev-erbα–FITC-DNA binding, fluorescence polarization, 90 min | activity, % at 10 µM | 0.79% of 370,000 active | AID 1259318;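 active means activity above about 14%, limit read from the data; passing the limit was not always enough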;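 further: 0% = DMSO wells with 35 nM protein and 100% = DMSO wells with 750 nM protein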
PG9 Ab binder: small molecules binding HIV-1 gp120 antibody PG9 | AID 624416 | inhibition, % at 6.7 µM | 0.43% of 360,000 active | TR-FRET gp120-PG9 antibody binding; in the data active means inhibition above about 8.5%
MBD2 DNA inh: MBD2-methylated oligo binding inhibition. AID 686964. 0.31% of 370,000 active. Q9UBB5. TR-FRET, MBD2 binding to methylated oligonucleotide. inhibition, % at 4.4 µM; in the data active means inhibition above about 13%
Target sequence (Q9UBB5 whole entry, looked up): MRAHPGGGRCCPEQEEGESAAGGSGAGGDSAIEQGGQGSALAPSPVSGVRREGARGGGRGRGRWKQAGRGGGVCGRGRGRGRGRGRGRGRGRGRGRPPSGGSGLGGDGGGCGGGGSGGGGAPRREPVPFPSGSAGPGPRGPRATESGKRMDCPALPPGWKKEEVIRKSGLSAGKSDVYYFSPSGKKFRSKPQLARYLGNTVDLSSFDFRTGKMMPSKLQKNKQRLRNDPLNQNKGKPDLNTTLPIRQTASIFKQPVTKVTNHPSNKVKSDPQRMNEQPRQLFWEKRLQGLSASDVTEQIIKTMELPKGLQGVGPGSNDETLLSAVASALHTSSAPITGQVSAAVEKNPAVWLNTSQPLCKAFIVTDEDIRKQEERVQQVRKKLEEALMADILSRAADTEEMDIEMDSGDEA
The depositor's hits bear a star; nt = no result given. This is a subset; count on the stated rates, not on these rows.

SMILES	UHRF1 binding	HTRA1 inh	rCAG RNA binder	TCR-CD3 inh	LEDGF integ inh	PRMT1 FP inh	ABHD4 inh	Rev-erbA mod	PG9 Ab binder	MBD2 DNA inh
O=C(Nc1nnc([C@H]2C[C@H](O)[C@@H](CO)O2)s1)NC1CCCCC1	-1	nt	0	-6	-1	2	4	4	0.2	4
CCOC(=O)N1CCN(C(=O)CCCCCn2c(=S)[nH]c3ccsc3c2=O)CC1	6	2	2	2	8	9	-10	-8	1.4	6
Cc1ccc(-c2cc(N)n(-c3ccc(F)cc3)n2)cc1	9	1	4	0	8	-3	-7	-1	3.0	-3
CC1CCN(C(=O)NC(=O)c2ccccc2)CC1	-4	3	0	8	-1	-3	1	-4	-0.7	0
O=C(Nc1ccc2c(c1)OCCO2)C(c1ccnc2ccccc12)N1CCC(Cc2ccccc2)CC1 (stereo not given)	-3	nt	17	5	-1	-3	-26	1	-2.4	-7
CCCSc1nnc(CSc2ncccn2)n1C	-3	9	3	6	0	-5	-1	2	-0.1	-1
N#CCSc1ncnc2ccccc12	-1	1	1	2	-1	-1	1	-4	-0.2	-4
C/C(=N\NC(=O)c1cc2c(s1)CCC(C)C2)c1ccc[nH]1 (stereo not given)	0	-19	5	-7	-4	7	-7	-5	0.9	1
CN(C(=S)Nc1cccnc1)c1ccc(O)cc1	14	22	8	15	29*	33*	47*	-8	-1.9	4
CC(C)CNC(=O)COC(=O)c1ccc(Cl)c(S(=O)(=O)N2CCc3ccccc32)c1	-2	2	-2	4	-2	0	1	-3	-1.3	0
C=C(Br)Cn1c(CC(C)C)nc2ccccc21	2	6	-9	4	3	-2	-1	6	0.2	4
COc1ccccc1C(=O)NC(CCSC)C(=O)NNC(=O)C(C)Oc1ccccc1F (stereo not given)	-2	1	2	1	-3	1	-2	8	0.7	-3

LEDGF integ inh: what is marked active above.
SMILES	UHRF1 binding	HTRA1 inh	TCR-CD3 inh	LEDGF integ inh	PRMT1 FP inh	Rev-erbA mod	PG9 Ab binder	MBD2 DNA inh
CN(C(=S)Nc1cccnc1)c1ccc(O)cc1	14	22	15	29*	33*	-8	-1.9	4

Next compounds.
SMILES	UHRF1 binding	HTRA1 inh	rCAG RNA binder	TCR-CD3 inh	LEDGF integ inh	PRMT1 FP inh	ABHD4 inh	Rev-erbA mod	PG9 Ab binder	MBD2 DNA inh
CC(C)=CCNc1ncnc2c1c(C#N)cn2C1OC(CO)C(O)C1O (stereo not given)	0	7	1	3	-2	-4	1	-7	-1.4	-1
COC(=O)c1sccc1-c1ccc(C(=O)Nc2cccc(Cl)c2)o1	5	-35	10	-6	1	1	-11	-10	0.8	-2
O=C(Nc1ccc2c(c1)OCO2)c1ccc(N2C(=O)c3ccccc3C2=O)cc1	0	-2	-1	2	-4	-3	-2	1	-2.5	1
CN(C)S(=O)(=O)c1ccc(NC(=O)COC(=O)C2CC3CCCC(C2)C3=O)cc1 (stereo not given)	1	6	3	-2	-2	3	5	-3	0.4	3
CCC(C)[C@H](NC(=O)Nc1cccc(Cl)c1)C(=O)O (stereo not given in full)	2	-7	4	-2	-4	1	-1	-5	0.1	2
CC(C)OC(=O)c1ccc(NC(=O)C2C3CC4OC(=O)C2C4C3)cc1 (stereo not given)	4	1	5	-7	-3	1	-9	-5	-0.2	8
CC(=O)N1CCN(CC(=O)NC(=O)Nc2ccc3c(c2)OCCO3)CC1	1	1	-2	-2	0	-1	-9	-2	-1.9	3
O=C(Nc1ccc(Cc2ccncc2)cc1)c1ccco1	1	2	-2	5	0	0	3	2	0.8	-3
O=C(CSc1nnc(-c2cccnc2)n1-c1ccccc1)Nc1ccccc1	-2	1	-3	5	0	2	-1	9	0.6	-5
CC(C)N(C(=O)[C@H]1CC(CC(=O)NCc2cccc(C(F)(F)F)c2)C(=O)N2CCc3c([nH]c4ccccc34)[C@]12C)C(C)C (stereo not given in full)	-2	2	0	-5	2	-2	-5	15	0.2	-4
COc1ccc(C2=NO[C@@H]3[C@@H]4C[C@@H]([C@H]5C(=O)N(C)C(=O)[C@@H]45)[C@H]23)cc1	-5	0	-1	6	8	-4	4	4	-2.0	-5
CCCCn1c(=O)[nH]c(=O)c2c1nc(-c1cc(Br)ccc1OC)n2C	0	7	-2	-6	-6	3	8	7	0.6	5
CN(Cc1ccccc1)S(=O)(=O)c1ccc(Cl)c(C(=O)NCCCN2CCCC2=O)c1	-1	4	-6	-5	3	0	0	2	0.9	6
COc1ccc([N+](=O)[O-])cc1NC(=O)C(C)OC(=O)c1ccccn1 (stereo not given)	1	6	-5	0	2	-2	-3	-1	1.1	1
Cc1nn(CC(=O)NCc2cc3ccccc3[nH]2)c(C)c1[N+](=O)[O-]	1	-2	5	8	1	2	3	10	-2.9	5
COc1ccc(S(=O)(=O)Nc2cccc(Cl)c2)cc1OC	1	-8	3	-1	-4	-3	-3	0	-0.5	0
CN(C)S(=O)(=O)N1CCN(CC(=O)Nc2ccc(Br)cc2)CC1	22*	8	-5	-1	-6	2	2	4	-1.0	5
O=C(CSc1nc(=O)n(CCCN2CCOCC2)c2c1CCC2)Nc1ccc([N+](=O)[O-])cc1	-3	8	-6	-5	1	-2	6	3	-0.6	0
CC1CCCN(S(=O)(=O)c2cccc(C(=O)OCC(=O)N(C)Cc3c(F)cccc3Cl)c2)C1 (stereo not given)	1	-1	2	2	0	-2	3	-3	-0.6	3
COc1ccccc1C(=O)Nc1ccc(S(=O)(=O)Nc2nccs2)cc1	-1	-1	22	-2	-4	-2	3	3	-1.2	3
COc1cc2c(cc1OC)C(COc1ccc([N+](=O)[O-])cc1)N(C(C)=O)CC2 (stereo not given)	-1	-2	-6	2	2	6	3	-2	0.7	-1
CCN(CC)CCCN(C)C(=O)Cn1nc(Cc2ccncc2)c2ccccc2c1=O	2	2	2	0	-3	-2	8	4	0.0	-3
CC12CCC(=O)N1C(C(=O)N1CCN(S(=O)(=O)c3ccc(F)c(F)c3)CC1)CS2 (stereo not given)	0	-4	-4	1	2	-2	0	-8	0.9	3
Cc1nc(C)c2c(=O)cc(-c3ccccc3)[nH]c2n1	0	-2	-2	-4	2	1	6	-2	1.7	-1
CC(C)n1nnnc1SCC(=O)Nc1ccc2c(c1)OCCO2	7	nt	0	-9	-2	7	-9	-4	2.8	-1
CC(=O)Nc1ccc(S(=O)(=O)NCc2ccc3c(c2)cc(C)n3C)cc1	0	27	23	54*	-4	14	46*	-7	3.2	-11
O=C(Nc1ccc(N2CCOCC2)cc1)C1CC(=O)N(c2ccc(F)cc2)C1 (stereo not given)	2	5	-4	6	7	1	5	-2	-3.1	-8
COc1cccc(NC(=O)CSc2nncn2-c2ccccn2)c1	-3	-5	0	3	3	1	-2	-1	-2.0	-5
O=C(NC(Cc1c[nH]c2ccccc12)C(=O)O)OCC1c2ccccc2-c2ccccc21 (stereo not given)	0	nt	69*	-3	2	-2	-12	-5	1.7	0
CCOc1cc(CNn2cnnc2SCC(=O)NC(C)(C)C)ccc1OCC(=O)NC(C)(C)C	-2	3	-12	5	-2	1	2	-2	-0.7	0
COc1ccc(NC(=O)Cn2nnc(-c3ccccc3)c2COc2ccc3ccccc3c2)cn1	1	nt	11	4	2	2	-83	-5	0.1	-4
Cc1nn(C)cc1S(=O)(=O)NCc1ccccc1Cl	0	0	-3	6	1	-3	4	-3	-1.1	-3
O=C(CSc1ccccc1)NCc1cccnc1	-1	-5	10	4	-1	0	4	7	-1.8	0
COc1ccc(OC)c(NC(=O)c2cccc(S(=O)(=O)N(Cc3ccccc3)c3ccccc3OC)c2)c1	1	-17	9	-7	0	-2	-1	-5	-0.1	-2
Cc1cc(Cl)ccc1OCC(=O)NN1C(=O)C2C3C=CC(C3)C2C1=O (stereo not given)	0	5	0	0	1	-1	-1	-1	-2.5	-7
COc1ccc(NC(=O)C[C@H]2C(=O)N(Cc3ccccc3)C[C@@H]2C)cc1	-4	4	-2	9	-8	-3	0	2	-0.7	2
Cc1ccc2nc(-c3ccc(NC(=S)NC(=O)C(C)C)cc3)sc2c1	-3	-12	3	-2	0	-1	-8	6	2.0	-5
COc1ccc(N2C(=O)c3n[nH]c(C(C)C)c3C2c2ccccc2)cc1 (stereo not given)	-2	nt	-1	3	-1	-1	0	7	-2.6	-5
Cc1cccc(N2C(=O)C(O)=C(C(=O)c3cccs3)C2c2ccccc2)n1 (stereo not given)	-2	6	6	3	5	0	16	-2	2.8	1
COc1ccc(OCC(O)CN2CCN(Cc3ccc4c(c3)OCO4)CC2)cc1 (stereo not given)	1	0	-6	1	2	-2	2	-2	0.8	-6
CCCCn1c(N)c(N(CCC(C)C)C(=O)CSc2nc3ccccc3s2)c(=O)[nH]c1=O	5	-3	3	9	4	2	1	1	-0.2	2
C=CCC1(CC=C)CCCN1C(=O)CC1C(=O)NCCN1Cc1cc(OC)cc(OC)c1 (stereo not given)	-3	3	-8	1	-2	1	10	-6	0.9	5
Cc1ccc2[nH]c(=O)c3cc(C(=O)N(CCCOC(C)C)Cc4ccco4)sc3c2c1	-5	-26	5	2	-2	1	-2	5	1.1	2
NC(=O)c1ccccc1OCC(=O)NS(=O)(=O)c1ccc(Cl)cc1	2	2	2	5	1	-3	-2	-3	-0.1	-6
N#CCCN(C(=O)CSc1ccc2c(c1)OCCO2)c1ccc(F)cc1	1	-3	-5	-1	0	15	3	4	2.1	6
C=CCN1[C@H](COCc2ccccc2)C=CS1(=O)=O	-1	nt	-2	-10	-9	0	5	9	-1.3	-4
C=CCn1cnnc1SCC(=O)N(C)CC1COc2ccccc2O1 (stereo not given)	-1	-3	1	9	0	1	2	-2	1.2	-2
COc1ccc(NC(=O)[C@@H](NC(N)=O)C(C)C)cc1Cl	8	5	-1	2	0	-2	0	-1	-0.7	1
Cc1ccc(-c2cc(O)cc3sc(=O)oc23)cc1C	1	-3	10	-6	7	8	3	3	-0.8	-1
C=CC[n+]1c(-c2ccc(Cl)cc2Cl)csc1Nc1ccc(NC(C)=O)cc1	3	18	4	-3	4	2	-2	4	-1.0	2
CCNS(=O)(=O)c1ccc(CCC(=O)Nc2cc(Cl)ccc2Oc2ccccc2)cc1	0	-78	0	5	0	0	-47	0	-1.0	0
C(=Cc1cnc2ccccc2n1)c1ccc2c(c1)OCO2	1	-14	4	-5	-2	19	5	-4	-18	0
O=C(Cn1c(=O)sc2ccccc21)Nc1ccc(S(=O)(=O)N2CCCC2)cc1	6	-5	12	2	0	6	-6	-4	1.3	4
COCc1cccc(C2=CC(=O)C[C@H](c3ccc(F)cc3)C2)c1	-1	-10	-5	-2	0	-2	0	-3	0.1	-2
Cc1cccc(NC(=O)c2sc(-c3ccccc3)nc2-c2ccc([N+](=O)[O-])cc2)c1	-1	-1	3	2	-3	-4	5	2	-4.6	-2
COc1ccccc1C(=O)N1CCC(C(=O)c2ccc(F)cc2)CC1	-2	-9	-2	2	-3	-3	0	2	-2.0	-4
O=C(N/N=C/c1ccc([N+](=O)[O-])cc1)C(=O)N1CCCC1	-2	-14	-2	10	0	-1	2	-2	-1.9	-2

A portion from further up, for reference:
SMILES	UHRF1 binding	HTRA1 inh	rCAG RNA binder	TCR-CD3 inh	LEDGF integ inh	PRMT1 FP inh	ABHD4 inh	Rev-erbA mod	PG9 Ab binder	MBD2 DNA inh
Cc1cccc(NC(=O)c2sc(-c3ccccc3)nc2-c2ccc([N+](=O)[O-])cc2)c1	-1	-1	3	2	-3	-4	5	2	-4.6	-2
COc1ccccc1C(=O)N1CCC(C(=O)c2ccc(F)cc2)CC1	-2	-9	-2	2	-3	-3	0	2	-2.0	-4
O=C(N/N=C/c1ccc([N+](=O)[O-])cc1)C(=O)N1CCCC1	-2	-14	-2	10	0	-1	2	-2	-1.9	-2
